thrombin 1536 = thrombin (human) inhibition; P00734; alpha-thrombin, Boc-VPR-AMC fluorogenic substrate cleavage; inhibition, % at 5 µM; 220,000 compounds, 0.26% hits; AID 1046;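 active means inhibition at or above 40%; inactive means inhibition below 40%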;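 further: 0% = enzyme with no compound and 100% = wells without enzyme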
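Test system: human alpha-thrombin; medium: pH 7.5 Tris-saline with Tween 20; times: reaction at room temperature; signal: AMC fluorescence at 355 nm excitation and 460 nm emission; also added: Boc-VPR-AMC substrate, 15 µM final; dosing: one concentration per compound, 5 µM, with 0.2% DMSO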
Hck Nef HTS = blocks Nef-activated human Hck kinase. 220,000 compounds, 0.68% hits. inhibition, % at 20 µM. P08631. Recombinant Hck-YEEI plus Nef, Z-Lyte FRET kinase assay;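 active means Hck-Nef kinase inhibition above about 50%, limit read from the data; inactive means inhibition below that limit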;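 further: 0% = DMSO with Hck plus Nef and 100% = Hck alone without Nef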
Rad51 HR inh = blocks human Rad51 in homologous recombination; AID 1385; hRad51 DNA strand exchange, fluorescence dequenching; inhibition, % at 10 µM; 200,000 compounds, 0.085% hits;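 active means inhibition above 40% at the single screening dose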;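 further: 0% = DMSO control wells and 100% = blanks with heterologous ssDNA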
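Test system: preformed human Rad51 ssDNA filaments; also added: Donor/quencher-labelled 47-bp dsDNA substrate; doses: 10 µM final, single point; times: 37 °C 15-min filament assembly, 30-min compound preincubation, 15-min exchange; detection: FRET fluorescence dequenching, excitation 485 nm, emission 520 nm; read-out basis: Fluorescence-based percent inhibition, control- and blank-normalised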
FXIIa inh = factor XIIa (human) inhibition; P00748; purified FXIIa, Boc-QGR-AMC fluorogenic substrate, 2 h; inhibition, % at 5 µM; 220,000 compounds, 0.3% hits; AID 800; in the data active means inhibition above about 40%;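 further: 0% = enzyme with no compound and 100% = blank without enzyme; many of its hits are not listed in these tables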
Target sequence (P00748 20-372 limits assumed): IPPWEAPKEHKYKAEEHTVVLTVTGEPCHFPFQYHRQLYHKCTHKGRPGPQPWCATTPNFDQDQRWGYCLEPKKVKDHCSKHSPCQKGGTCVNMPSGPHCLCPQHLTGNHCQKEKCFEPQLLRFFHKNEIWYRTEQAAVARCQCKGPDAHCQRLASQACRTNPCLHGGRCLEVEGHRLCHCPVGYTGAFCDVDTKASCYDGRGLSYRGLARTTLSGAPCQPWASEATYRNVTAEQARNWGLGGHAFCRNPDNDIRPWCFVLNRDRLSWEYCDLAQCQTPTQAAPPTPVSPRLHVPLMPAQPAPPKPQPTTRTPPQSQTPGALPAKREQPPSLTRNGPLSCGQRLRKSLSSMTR
Target sequence (P00748 373-615 limits assumed): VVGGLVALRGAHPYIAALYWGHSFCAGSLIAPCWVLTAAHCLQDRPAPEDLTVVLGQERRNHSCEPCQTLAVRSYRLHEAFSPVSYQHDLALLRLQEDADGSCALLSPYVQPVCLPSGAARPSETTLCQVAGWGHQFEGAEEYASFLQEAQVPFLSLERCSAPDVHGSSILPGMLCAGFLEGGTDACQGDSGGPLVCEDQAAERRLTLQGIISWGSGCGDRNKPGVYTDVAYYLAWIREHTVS
zVAD death inh = L929 zVAD cell death inhibition; L929 zVAD necroptosis rescue, ATP luminescence, 24 h; with zVAD 60 µM; 220,000 compounds, 0.38% hits; viability rescue, % at 10 µM;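 active means activation, scaled between plate controls, above about 75%, limit read from the data; inactive means activation under that limit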;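 further: 0% = zVAD with DMSO and 100% = DMSO alone without zVAD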
KLK5 inh = kallikrein 5 (human) inhibition; inhibition, % at 5 µM; 210,000 compounds, 0.59% hits; AID 873; recombinant hK5, fluorogenic AMC substrate cleavage;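 active means inhibition of 40% or more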;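 further: 0% = enzyme controls without compound and 100% = no-enzyme blanks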
Target sequence (Q9Y337 67-293 limits assumed): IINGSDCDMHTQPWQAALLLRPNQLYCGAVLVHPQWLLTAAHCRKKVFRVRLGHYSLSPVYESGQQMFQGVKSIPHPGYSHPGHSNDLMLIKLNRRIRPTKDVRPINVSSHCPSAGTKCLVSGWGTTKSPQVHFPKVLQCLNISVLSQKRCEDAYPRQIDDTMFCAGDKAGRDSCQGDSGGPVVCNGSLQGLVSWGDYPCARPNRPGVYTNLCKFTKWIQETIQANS
KCC2 mod = KCC2 (human) Cl- transport modulation; B-score of Tl+ flux slope (higher = more flux/activation; lower = inhibition) at 10 µM; KCC2 cells, thallium flux FluoZin-2 fluorescence; Q9H2X9; 190,000 compounds, 2.2% hits; AID 1456;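 active means thallium flux slope and its plate-corrected score both differing from the plate sample mean at a set confidence after two filtering rounds, in either direction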;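 further: slope of fluorescence scaled to starting intensity during 10 to 20 s after thallium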
FXIa inh = factor XIa (human) inhibition. purified FXIa, Boc-Glu-Ala-Arg-AMC fluorogenic substrate. 220,000 compounds, 0.14% hits. P03951. inhibition, % at 5 µM;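 active means inhibition of at least 40%; inactive means inhibition below 40%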;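 further: fluorescence of freed AMC excited at 355 nm; 0% = enzyme without compound and 100% = no enzyme blank; many of its hits are not listed in these tables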
TNF necrop inh = blocks TNF-alpha induced death of Jurkat FADD-/- cells | Jurkat FADD-/- TNF necroptosis rescue, ATP luminescence, 24 h; 0 = TNF only, 100 = no-TNF cells | activation (protection from cell death), % at 10 µM | 220,000 compounds, 0.068% hits | AID 463075;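 active means activation, meaning protection from cell death, of at least 50% relative to plate controls; inactive means activation below 50%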;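 further: necroptosis triggered by 40 ng/mL TNF-alpha added together with compound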
* = called active by the depositor; nt = not tested or not shown.

Preview:
SMILES	thrombin 1536	Hck Nef HTS	Rad51 HR inh	FXIIa inh	zVAD death inh	KLK5 inh	KCC2 mod	FXIa inh	TNF necrop inh
c1ccc(C2NCCn3cccc32)cc1 (stereo not drawn)	-3	0	-1	12	0.7	3	nt	2	0.3
Cn1ccnc1SCC(=O)Nc1ccc2ccccc2c1	-2	6	-7	13	-0.3	1	0.0085	0	-1.0
CCCN1CCN(CCCNC(=O)c2cc3c(=O)[nH]c4ccc(C)cc4c3s2)CC1	1	32	0	9	65	-1	0.4	-1	-6.2

The listing, from the first entry:
SMILES	thrombin 1536	Hck Nef HTS	Rad51 HR inh	FXIIa inh	zVAD death inh	KLK5 inh	KCC2 mod	FXIa inh	TNF necrop inh
c1ccc(C2NCCn3cccc32)cc1 (stereo not drawn)	-3	0	-1	12	0.7	3	nt	2	0.3
Cn1ccnc1SCC(=O)Nc1ccc2ccccc2c1	-2	6	-7	13	-0.3	1	0.0085	0	-1.0
CCCN1CCN(CCCNC(=O)c2cc3c(=O)[nH]c4ccc(C)cc4c3s2)CC1	1	32	0	9	65	-1	0.4	-1	-6.2
COC(=O)c1sccc1NC(=O)/C=C/c1ccc(Cl)cc1	-1	2	0	8	-0.1	-11	-0.034	9	-0.4
NC(=O)C1(c2ccccc2)CCC(=O)N1c1ccccc1 (stereo not drawn)	-7	9	-8	5	-0.3	9	0	-2	0.0
Cn1nc(C(=O)Nc2ccc(S(=O)(=O)N3CCCCC3)cc2)ccc1=O	1	-1	0	14	-0.7	-2	nt	3	-3.5
CCC/C(O)=C1\C(=O)CCCC1=NCCc1c(C)[nH]c2ccc(C)cc12	-5	15	-7	8	-0.1	-3	-0.095	-2	6.4
CC(C)CNC(=O)c1c2c(nc3ccccc13)-c1ccccc1CC2	-6	2	5	14	-0.4	-3	-0.0081	-1	-4.2
COc1cc(CCC(=O)OCC(=O)Nc2ccc(C(N)=O)cc2)cc(OC)c1OC	-2	-11	-7	13	0.2	4	1.2	2	-3.1
C#CCn1c(S(=O)(=O)Cc2ccc(C)cc2)nc(-c2ccccc2)c1-c1ccccc1	0	1	0	5	-0.2	-5	-0.32	-1	-11
COCCNC(=O)c1c(N)n(-c2ccccc2)c2nc3ccccc3nc12	-18	33	nt	-35	0.0	-17	-0.37	-11	0.3
Cc1ccccc1-n1nc(C)c(N=O)c1N	-1	28	3	13	0.6	1	0.65	5	-0.6
Cc1ccc(N(C(=O)c2cccs2)C2C=CS(=O)(=O)C2)cc1 (stereo not drawn)	-2	1	-7	9	-0.1	-11	-0.16	5	0.0
C/C=C(\C)C(=O)N1CC2(CC(c3cccc(NC(=O)CCCCC)c3)=NO2)C[C@@H]1C(N)=O (stereo partly drawn)	-5	36	-5	7	0.8	0	-0.0045	-4	1.7
CCCCCCCC(=O)OC(CN1CCCCC1)CN1CCCC1=O (stereo not drawn)	-4	1	3	9	0.6	-27	nt	-2	-0.3
Cn1c(NC(=O)C[n+]2cc(-c3ccc(Cl)c(Cl)c3)n3c2CCC3)cc(=O)n(C)c1=O	-10	8	4	1	0.1	-16	0.12	-4	-0.4
Cc1cc(C(=O)NCc2ccc3c(c2)OCO3)n(-c2ccccc2)n1	-13	1	3	5	0.7	-31	nt	-3	1.3
COCCSc1ccccc1C(=O)Nc1nnc(C)s1	-18	10	3	3	-0.3	3	0.83	6	0.5
COc1ccc(C(=O)NNC(=O)c2cnccn2)cc1[N+](=O)[O-]	-3	0	6	18	-0.2	-4	1	0	1.1
O=C(CS(=O)(=O)c1cccc(C(F)(F)F)c1)Nc1ccccc1Cl	-5	0	-2	4	-0.1	2	-0.33	0	-0.7
CCc1cccc(CC)c1NC(=O)COC(=O)CCc1cc(OC)c(OC)c(OC)c1	-9	4	-3	14	2.1	-7	0.94	7	0.9
COc1ccccc1C(=O)NC(=S)N1CCCc2ccccc21	0	2	-11	7	0.1	-8	nt	0	-3.6
COCC(C)NC(=O)CSc1nc2nn(-c3ccccc3)c(=O)c-2c2n1CCCCC2 (stereo not drawn)	-6	24	-8	3	0.2	-1	0.21	-2	0.0
CCn1cc(S(=O)(=O)CC(=O)N2CCc3ccccc32)c2ccccc21	-7	34	-8	7	-0.3	-2	-0.29	-1	0.9

2 compounds from above, limited to KLK5 inh:
canonical_smiles,KLK5 inh
CCn1cc(S(=O)(=O)CC(=O)N2CCc3ccccc32)c2ccccc21,-2
CCc1cccc(CC)c1NC(=O)COC(=O)CCc1cc(OC)c(OC)c(OC)c1,-7

Other compounds:
SMILES	thrombin 1536	Hck Nef HTS	Rad51 HR inh	FXIIa inh	zVAD death inh	KLK5 inh	KCC2 mod	FXIa inh	TNF necrop inh
Cc1ccc(-c2noc(CCC(=O)NCC3CCCO3)n2)cc1 (stereo not drawn)	3	7	6	-7	0.2	-4	-0.97	3	-1.5
Cc1ccc(/C=C2\SC(=S)N(CCC(=O)NNC(=O)c3ccncc3)C2=O)cc1	-2	7	-39	0	0.4	-1	0.83	1	2.4
O=C(c1cc(C2CC2)on1)N1CCN(c2ccccc2)CC1	-1	1	2	-2	-0.3	-3	nt	-8	-1.7
CCCCS(=O)(=O)N1CN(S(=O)(=O)CCCC)C2NC(=O)NC21 (stereo not drawn)	3	7	-7	21	0.9	3	-0.63	8	0.9
CCOC(=O)C1CCCCN1Cc1ccccc1C(F)(F)F (stereo not drawn)	2	-3	1	12	2.3	-5	-0.39	7	2.8
CCOC(=O)C1CCCN(C(=O)Cn2cnc3c2c(=O)n(C)c(=O)n3C)C1 (stereo not drawn)	-6	-10	-6	5	-0.3	-24	-0.64	0	1.4
CN(CC(=O)NCc1ccco1)S(=O)(=O)c1ccc2c(c1)c(=O)n(C)c(=O)n2C	-6	-1	nt	2	0.0	-2	-0.038	-1	-1.0
CCOc1ccccc1C1C(C#N)=C(N)Oc2cc(C)n(C)c(=O)c21 (stereo not drawn)	-4	0	-6	-5	-0.1	-8	nt	-8	-1.6
Nc1nccc(-c2nn(-c3ccc(Cl)cc3)ccc2=O)n1	-4	10	0	5	1.5	1	0.5	-1	4.4
FC(F)(F)c1nc(=S)c2ccccc2[nH]1	9	18	-135	5	25	-5	32*	-1	-0.7
OC(CNCCc1ccccc1)c1ccccc1 (stereo not drawn)	-2	-1	-2	7	-0.1	-3	nt	-2	0.8
CCCCn1cnc2c(cnn2-c2ccc(F)cc2)c1=O	0	4	2	18	-0.1	2	0.68	1	0.2

Record cards, from the list above. Values in the order: thrombin 1536 | Hck Nef HTS | Rad51 HR inh | FXIIa inh | zVAD death inh | KLK5 inh | KCC2 mod | FXIa inh | TNF necrop inh
`COc1cc(CCC(=O)OCC(=O)Nc2ccc(C(N)=O)cc2)cc(OC)c1OC` is entered as -2 | -11 | -7 | 13 | 0.2 | 4 | 1.2 | 2 | -3.1
`Nc1nccc(-c2nn(-c3ccc(Cl)cc3)ccc2=O)n1` is entered as -4 | 10 | 0 | 5 | 1.5 | 1 | 0.5 | -1 | 4.4

(further entries)
SMILES	thrombin 1536	Hck Nef HTS	Rad51 HR inh	FXIIa inh	zVAD death inh	KLK5 inh	KCC2 mod	FXIa inh	TNF necrop inh
Cc1ccc(/C=C2/SC(=O)N(CC(=O)N3CCOCC3)C2=O)s1	-2	2	-22	9	0.7	-23	0.05	4	1.8
COc1ccccc1-n1c(=O)[nH]c2c(C(N)=O)nc(C3CCCCC3)nc21	-1	4	3	0	-0.4	-10	-0.032	-5	-4.0
Cc1ccc(S(=O)(=O)NC(=O)c2ccc(Br)o2)cc1	1	-2	-10	13	2.9	-12	0.48	5	0.8
Cc1ccc(C#N)c(SCC(=O)Nc2nccs2)n1	-5	-11	19	-9	14	-30	0.94	-9	1.9
CCc1cc(C(c2ccccc2OC)N2CCOCC2)c(NC(=O)c2ccccc2)s1 (stereo not drawn)	0	1	4	10	0.4	-13	-0.0037	1	-4.3
O=C(Cn1cncn1)NCc1cc(F)ccc1F	-1	6	nt	11	-0.7	nt	-0.47	-1	-0.2
CCOC(=O)C1CCCN(c2c(Nc3cc(C)cc(C)c3)c(=O)c2=O)C1 (stereo not drawn)	-9	5	-12	6	0.1	-3	-0.045	-1	0.3
COc1ccccc1N(CCN1C(=O)c2cccc3cccc(c23)C1=O)C(=O)c1ccncc1	-4	-22	3	nt	0.2	0	1.2	-1	0.4
CCn1c(Sc2ccc([N+](=O)[O-])cn2)nnc1-c1ccco1	-2	15	3	12	-4.0	7	1.2	3	-6.3
COC(=O)C1(CO)NC(c2cccs2)C2C(=O)N(c3ccccc3)C(=O)C21 (stereo not drawn)	-1	2	-6	11	0.1	6	0.046	-22	-2.3
Cc1cc(N2CCCCC2)n2ncc(-c3ccc(Cl)cc3)c2n1	-8	2	-2	7	3.6	-30	0.11	-4	0.7

Looked up above:
Under KLK5 inh, `Cn1nc(C(=O)Nc2ccc(S(=O)(=O)N3CCCCC3)cc2)ccc1=O` is entered as -2
Under Hck Nef HTS, `COc1ccccc1N(CCN1C(=O)c2cccc3cccc(c23)C1=O)C(=O)c1ccncc1` is entered as -22
Under FXIa inh, `CCOC(=O)C1CCCCN1Cc1ccccc1C(F)(F)F` (stereo not drawn) is entered as 7
Under Rad51 HR inh, `CC(C)CNC(=O)c1c2c(nc3ccccc13)-c1ccccc1CC2` is entered as 5
Under KLK5 inh, `O=C(CS(=O)(=O)c1cccc(C(F)(F)F)c1)Nc1ccccc1Cl` is entered as 2
Under FXIa inh, `COc1cc(CCC(=O)OCC(=O)Nc2ccc(C(N)=O)cc2)cc(OC)c1OC` is entered as 2
Under zVAD death inh, `COc1ccccc1-n1c(=O)[nH]c2c(C(N)=O)nc(C3CCCCC3)nc21` is entered as -0.4

These rows are one share of the data (hit frequency here may not be typical).
